# Bioassay records: PubChem, The Scripps Research Institute Molecular Screening Center
# TEAD-YAP block – TEAD-YAP interaction inhibition, primary screen, TEAD-YAP interaction inhibitor project, luminescence, HEK-TIYL cells; TEAD-Gal4/YAP UAS-luciferase luminescence; AID 1259422, 2018; 1.4% of 640,000 active; inhibition, % at 9.12 µM; in the data active = inhibition above about 32%;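 also: 0% = median of test compound wells and 100% = reference inhibitor wells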
# FBW7 activator – FBW7 E3 ligase activators, primary screen, biochemical, AlphaScreen, human; F-box/WD repeat-containing protein 7 (Homo sapiens), Q969H0; AlphaScreen FBW7–phospho-cyclin E peptide binding, activator screen; normalized activity (activation), % at 26.1 µM; 0.13% of 650,000 active; in the data active = normalized activity above about 1.9%;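 also: purified mutant Fbw7 with reduced substrate affinity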
# MITF primary – MITF inhibitors, primary screen, biochemical, AlphaScreen, human; 0.91% of 650,000 active; inhibition, % at 2.6 µM; Microphthalmia-associated transcription factor (Homo sapiens), O75030; AlphaScreen MITF homodimerization, bead proximity signal; in the data active = inhibition above about 50%;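 also: 0% = vehicle wells with protein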
# Target sequence (O75030 whole entry, looked up): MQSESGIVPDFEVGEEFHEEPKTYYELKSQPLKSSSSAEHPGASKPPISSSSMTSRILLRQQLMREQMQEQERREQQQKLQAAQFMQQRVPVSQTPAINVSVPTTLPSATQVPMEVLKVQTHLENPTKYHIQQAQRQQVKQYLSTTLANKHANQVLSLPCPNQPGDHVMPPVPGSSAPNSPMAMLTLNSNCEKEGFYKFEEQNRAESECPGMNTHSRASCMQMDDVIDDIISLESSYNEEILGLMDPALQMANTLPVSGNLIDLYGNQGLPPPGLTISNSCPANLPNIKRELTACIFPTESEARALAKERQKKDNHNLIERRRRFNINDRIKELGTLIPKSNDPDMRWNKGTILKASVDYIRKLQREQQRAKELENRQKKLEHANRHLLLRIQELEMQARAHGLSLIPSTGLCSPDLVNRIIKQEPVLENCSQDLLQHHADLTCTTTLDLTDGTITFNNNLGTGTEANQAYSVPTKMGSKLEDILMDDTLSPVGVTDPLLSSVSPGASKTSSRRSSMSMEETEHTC
# GPR151 ag – activators of human GPR151, primary screen, cell-based, PathHunter beta-arrestin, luminescence; AID 1508602, 2020; PathHunter beta-arrestin GPR151 cells; 1% of 650,000 active; G-protein coupled receptor 151 (Homo sapiens), Q8TDV0; activation, % at 11.2 µM; in the data active = activation above about 4.9%;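 also: 0% = median of compound wells and 100% = cells with positive control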
# Target sequence (Q8TDV0 whole entry, looked up): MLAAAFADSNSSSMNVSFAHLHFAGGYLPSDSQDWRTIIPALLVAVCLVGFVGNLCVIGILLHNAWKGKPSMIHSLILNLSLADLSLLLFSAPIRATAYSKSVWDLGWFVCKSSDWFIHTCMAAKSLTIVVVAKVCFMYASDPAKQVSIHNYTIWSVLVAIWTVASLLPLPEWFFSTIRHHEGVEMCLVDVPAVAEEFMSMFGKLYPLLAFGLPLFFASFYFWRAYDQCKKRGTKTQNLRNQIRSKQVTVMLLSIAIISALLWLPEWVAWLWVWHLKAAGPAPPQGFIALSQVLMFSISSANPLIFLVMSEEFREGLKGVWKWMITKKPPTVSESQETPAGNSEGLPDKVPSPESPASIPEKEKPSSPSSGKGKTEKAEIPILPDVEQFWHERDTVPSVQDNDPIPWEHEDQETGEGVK
# Active calls of the source: *; · = not tested or not shown.
# The opening seven entries as a preview:
SMILES,TEAD-YAP block,FBW7 activator,MITF primary,GPR151 ag
COCCCNC(=O)Cn1nc(-c2ccccc2OC)ccc1=O,0,0.8,1,-0.9
O=C(Cc1csc(Nc2ccc(Cl)cn2)n1)N1CCN(c2ccccc2F)CC1,-10,-0.1,1,0.9
COC(=O)c1c(NC(=O)COc2ccc3c(c2)OCO3)sc2c1CCCC2,4,0.1,18,-0.3
Cc1ccc(NN2C(=O)c3cccc4cccc(c34)C2=O)cc1,-8,-0.2,-8,0.6
O=C(NC(c1ccccc1)c1ccsc1)C1CCN(C(=O)Cc2cccs2)CC1 (stereo not given),-7,0.0,0,0.1
CCOC(=O)c1cnc2ccccc2c1Nc1ccc(I)cc1,-5,0.0,5,-0.5
COc1ccc(C(c2nnnn2CCc2ccccc2)N2CCN(C)CC2)cc1OC (stereo not given),3,-0.1,12,-0.5

# The listing, from the first entry:
SMILES,TEAD-YAP block,FBW7 activator,MITF primary,GPR151 ag
COCCCNC(=O)Cn1nc(-c2ccccc2OC)ccc1=O,0,0.8,1,-0.9
O=C(Cc1csc(Nc2ccc(Cl)cn2)n1)N1CCN(c2ccccc2F)CC1,-10,-0.1,1,0.9
COC(=O)c1c(NC(=O)COc2ccc3c(c2)OCO3)sc2c1CCCC2,4,0.1,18,-0.3
Cc1ccc(NN2C(=O)c3cccc4cccc(c34)C2=O)cc1,-8,-0.2,-8,0.6
O=C(NC(c1ccccc1)c1ccsc1)C1CCN(C(=O)Cc2cccs2)CC1 (stereo not given),-7,0.0,0,0.1
CCOC(=O)c1cnc2ccccc2c1Nc1ccc(I)cc1,-5,0.0,5,-0.5
COc1ccc(C(c2nnnn2CCc2ccccc2)N2CCN(C)CC2)cc1OC (stereo not given),3,-0.1,12,-0.5
N#CCSc1nc(N)c(C#N)cc1C#N,-15,0.0,1,0.2
CN(CC(=O)Nc1ncc(Br)s1)S(=O)(=O)c1cccc2nsnc12,8,-0.2,-6,-0.6
CCOc1ccccc1NC(=O)c1c(NCc2ccc(OC)c(OC)c2OC)sc2c1CCC(C)C2 (stereo not given),5,0.0,2,-0.3
O=C(Nc1c2c(nn1-c1ccc([N+](=O)[O-])cc1)CSC2)c1ccccc1Cl,-4,0.1,16,0.1
CC(C)Cc1cc(C(=O)Nc2cccc(C(F)(F)F)c2)no1,-13,-0.1,-11,0.1
COc1ccc(F)c(CN2CCc3nnc(C(NC(=O)C4CCOC4)C(C)C)n3CC2)c1 (stereo not given),-3,-0.1,4,-1.3
C/C(=N\N=C(/C)c1nnn(-c2nonc2N)c1C)c1ccc(Cl)cc1,-9,0.0,5,-1.4
Cc1ccc(C(=O)Nc2nc(-c3ccc(Cl)cc3)cs2)o1,1,0.1,1,-1.7

# As a working copy, part of the list above:
SMILES,TEAD-YAP block,FBW7 activator,MITF primary,GPR151 ag
N#CCSc1nc(N)c(C#N)cc1C#N,-15,0.0,1,0.2
CN(CC(=O)Nc1ncc(Br)s1)S(=O)(=O)c1cccc2nsnc12,8,-0.2,-6,-0.6
CCOc1ccccc1NC(=O)c1c(NCc2ccc(OC)c(OC)c2OC)sc2c1CCC(C)C2 (stereo not given),5,0.0,2,-0.3

# 2 records picked at random from the list so far:
SMILES,TEAD-YAP block,FBW7 activator,MITF primary,GPR151 ag
Cc1ccc(NN2C(=O)c3cccc4cccc(c34)C2=O)cc1,-8,-0.2,-8,0.6
C/C(=N\N=C(/C)c1nnn(-c2nonc2N)c1C)c1ccc(Cl)cc1,-9,0.0,5,-1.4

# (more compounds)
SMILES,TEAD-YAP block,FBW7 activator,MITF primary,GPR151 ag
Cc1ccsc1/C=N/NC(=O)c1ccc(Br)cc1,-45,0.0,1,0.6
CC12CN3CC(C)(CN(C1)C3C1C(=O)Nc3ccccc31)C2 (stereo not given),-4,0.1,11,-1.0
CCOc1cc(/C=C2\C(=O)NC(=O)N(c3cccc([N+](=O)[O-])c3)C2=O)ccc1O,15,0.0,8,-1.7
CC(=O)N1CCC(=NNc2nc(C)cc(=O)[nH]2)CC1,0,0.2,-7,-0.1
COC(=O)c1c(OC2CCCC2)cc(=O)n2c1CCN(CCCc1ccccc1)CC2,11,0.6,7,-0.3
O=C(/C=C/NCc1ccc(F)cc1)c1ccccc1,9,-0.1,1,0.4
N[C@@H](COP(=O)(O)O)C(=O)O,·,0.1,42,1.4
COc1cc2nc(CN3CCCC(COc4ccc(F)cc4)C3)nc(N)c2cc1OC (stereo not given),19,-0.1,-1,-0.1
O=c1[nH]nc(Cc2ccccn2)c2ccccc12,3,-0.1,-1,0.5
Cc1cccc(-n2c(-c3ccccc3F)nc3c(cnn3-c3ccccc3)c2=O)c1,-27,0.1,7,-0.3
Cc1cc2c(cc1S(=O)(=O)C(C)CC(=O)NCc1ccc3c(c1)OCO3)OCC(=O)N2 (stereo not given),-1,0.2,10,1.5
COc1cc(OC)c(OC)cc1CNn1c(C)nc2ccccc2c1=O,2,0.0,6,-0.7
COc1ccc(C(=O)CCC(=O)Nc2cc(Cl)c(O)c(Cl)c2)cc1,6,0.1,7,-0.5
COc1ccc(/C=C/C(=O)NCCC(C)C)cc1OC,-5,-0.1,3,-0.3
O=C(COC(=O)c1cc2ccccc2oc1=O)c1ccc(Br)cc1,16,0.3,-17,1.1
Cc1ccc(C(=O)Oc2ccc(C3Oc4ccccc4C4CC(c5ccc(Cl)cc5)=NN43)cc2)cc1 (stereo not given),-19,1.1,19,-0.2
Oc1ccccc1C1CC(c2ccc3c(c2)OCO3)=NC(c2cccc(Cl)c2)N1 (stereo not given),-50,0.0,11,-1.8
Cn1c(=O)c2nc(SCc3cccc(Cl)c3)n(C)c2n(C)c1=O,4,-0.1,-1,4.8
Cn1ncc2c(Nc3cccc(Cl)c3)ncnc21,-1,0.0,1,-1.1
Cc1cccc(-n2c(CNC(=O)COc3ccccc3)nnc2SCC(=O)Nc2nccs2)c1,0,-0.1,0,1.2
CC(=O)N[C@@H]1c2ccccc2C2(CCN(C(=O)C3=CCCC3)CC2)[C@H]1OCc1ccccc1,-4,-0.1,-5,0.9
O=C1c2ccccc2C(=O)N1CC1CN(CC(O)C(F)(F)F)CCO1 (stereo not given),1,0.0,14,-1.0
COC(=O)c1c(C)oc2ccc(OCC(=O)C(C)(C)C)cc12,-18,-0.1,-2,0.3
CCc1ccc(C2NC(=S)NC3=C2C(=O)CCC3)cc1 (stereo not given),3,0.2,-15,1.1
CC(NC(=O)COC(=O)CCc1nc2ccccc2c(=O)[nH]1)c1ccccc1 (stereo not given),-1,0.3,13,-0.7
Cn1ncc(Br)c1C#N,-3,0.1,11,0.6
CC(=O)N1CCc2c(sc(NC(=O)COc3ccc(Cl)cc3Cl)c2C#N)C1,-4,-0.1,4,0.3
Cc1ccccc1N(CC(=O)Nc1cc(Cl)cc(Cl)c1)S(C)(=O)=O,-7,0.0,-2,0.7
C#CCn1c(=O)c2c(ncn2C)n(C)c1=O,4,0.0,16,2.4
CCOc1ccc(NC(=O)CSc2nnc3c(n2)[nH]c2ccc(S(=O)(=O)N4CCOCC4)cc23)cc1,-3,0.0,5,-0.5
C=CCn1c(SCC(=O)Nc2cc(C(F)(F)F)ccc2Cl)nnc1-c1cccs1,9,0.1,12,-0.9
COc1cccc(OC)c1OCCNCc1ccco1,2,-0.1,20,-0.4
COc1cccc(-n2c(=S)sc3c(=O)n(-c4ccc(C)cc4)c(SCC(=O)NCc4ccccc4)nc32)c1,0,-0.1,6,0.8
O=C1CC(c2ccccc2I)c2ccc3ccccc3c2N1 (stereo not given),1,-0.1,4,2.0
Cc1nccc(CN2CCCC2c2n[nH]c(Cc3ccc(F)cc3)n2)n1 (stereo not given),-3,-0.2,8,0.5
N#Cc1cc([N+](=O)[O-])ccc1NC(=O)CSc1cccc[n+]1[O-],18,-0.1,0,1.0
C/C(=C\c1ccco1)CN1CCC2(CCC(CNC(=O)c3cc(C)nn3C)O2)CC1 (stereo not given),5,0.1,5,2.8
CC1CC(=O)c2cnc(N3CCc4ccccc43)nc2C1 (stereo not given),-10,0.1,1,1.7
O=C(COc1ccccc1)N[C@@H]1c2ccccc2C2(CCN(Cc3ccco3)CC2)[C@H]1O,1,-0.4,-20,-1.4
COc1ccc(-c2cc(N)n(S(=O)(=O)c3ccc(F)c(C)c3)n2)cc1OC,-3,0.5,2,-0.3
CCCCOC(=O)c1cccc(NC(=O)COc2ccc(C(C)C)cc2)c1,-74,0.2,2,-1.9
O=C(CNC(=O)c1cccc(F)c1)N/N=C/c1ccc(I)o1,-10,0.2,16,-1.3
CCCCOc1ccc(NC(=O)CCSc2nncn2C)cc1,-5,0.2,19,0.0
Cc1sc(NC(=O)CNCC(C)(c2ccccc2)c2ccccc2)c(C(N)=O)c1C,-5,0.0,-2,-0.3
Cc1ccccc1NC(=O)C(C)(C)N(Cc1ccco1)C(=O)C(C)Oc1cc(Cl)c(Cl)cc1Cl (stereo not given),-8,0.4,12,5.6*
C=CCn1c(COc2ccccc2C)nnc1SCC(=O)O,-1,0.9,8,1.6
CCC(Sc1nc2ccsc2c(=O)n1Cc1ccc2c(c1)OCO2)C(=O)NCC1CCCO1 (stereo not given),-3,0.8,9,2.5
Cc1cc(N2CCCC2)n2nc(C)c(-c3ccccc3)c2n1,-1,-0.1,-11,-1.0
COc1ccc(N(CC(=O)Nc2ccccc2C)S(=O)(=O)c2c(C)n[nH]c2C)cc1,11,0.1,24,2.3
S=c1n(-c2ccccc2)sc(=NC(=Nc2ccccc2)c2ccccc2)n1Cc1ccccc1,1,-0.1,0,-0.7
O=C(N/N=C/c1ccccc1[N+](=O)[O-])NC1CCCCC1,-38,-0.1,-1,1.0
CCc1cccc(CC)c1N1CC(C(=O)O)CC1=O (stereo not given),3,-0.1,2,0.6
CC1=NN(c2ccc(Cl)c(C(=O)O)c2)C(=O)/C1=C/c1sccc1C,-1,-0.2,7,-0.5
CCC1(C)CC(C(CC(=O)O)c2ccc(C)cc2)CCO1 (stereo not given),4,0.1,-3,0.3
Cc1nc2sc(C(c3cccc(Br)c3)N3CCCC3)c(O)n2n1 (stereo not given),3,-0.1,0,2.9
CCCN1C(=O)c2ccc(C(=O)Nc3ccc(O)cc3C)cc2C1=O,6,0.1,4,-1.7
CC(C)(C)c1ccc(-c2nn(Cc3ccc(Cl)cc3)c3nc(-c4cccs4)cc(C(F)(F)F)c23)cc1,-8,0.0,4,0.8
CC(Oc1ccccc1)C(=O)O/N=C(\N)c1ccc(I)cc1 (stereo not given),15,0.0,-12,1.9
Cc1ccc(OCc2ccc(C(=O)N3CCCC3)o2)c([N+](=O)[O-])c1,-5,0.0,13,-0.2
N#CC1=C(N)N(c2ccc(F)cc2)C2=C(C(=O)CCC2)C1c1cccs1 (stereo not given),4,-0.2,-41,0.3

# Later entries:
SMILES,TEAD-YAP block,FBW7 activator,MITF primary,GPR151 ag
CCc1ccc(/C=N/NC(=O)CN2CCCCCCC2)cc1,3,0.7,43,-0.2
O=C(CCCN1C(=O)CCC1=O)Nc1cccc2c1CCCC2,-13,-0.1,-1,1.8
COc1ccccc1NS(=O)(=O)c1cc(N)ccc1N1CCCC1,3,0.0,6,0.1
COc1ccccc1NC(=O)CN1CCN(CC(=O)Nc2ccccc2OC)CC1,0,0.0,-29,-1.5
O=C(NCCc1ccc(O)cc1)c1ccnc(Cl)c1,-11,0.6,8,0.8
Cc1cc2ccccc2n2c(=O)n(CC(N)=O)nc12,-4,0.1,17,-0.1
COc1ccc(/C=N/N=c2\sc3ccccc3n2C)c(OC)c1,-44,0.0,4,9.2*
CC(=O)c1cccc(NC(=O)CSc2nnc(-c3ccccc3F)n2C)c1,1,0.0,1,0.8
CCC(C)(C)n1nnnc1CN(Cc1cccnc1)Cc1ccccc1Cl,6,-0.1,-15,-1.1
c1ccc(C(c2ccccc2)N2CCN(Cc3nnnn3C3CCCC3)CC2)cc1,-5,0.2,-1,-0.6
CCCCC1=NN2C(=N)/C(=C/c3ccc(-c4ccc(Cl)cc4)o3)C(=O)N=C2S1,5,0.1,-1,-1.5
COC(=O)c1nnn(-c2nonc2N)c1CSc1ccc(Cl)cc1,4,0.0,5,0.6
N#Cc1c(NC(=O)c2ccccc2[N+](=O)[O-])sc2c1CCCC2,-32,-0.1,-2,-0.5
CCCNC(=O)OCC12CC3CC(CC(C3)C1)C2,-9,-0.1,-16,-0.7
N#Cc1cccc(NC(=O)CCc2n[nH]c(=O)[nH]c2=O)c1,-2,0.0,-7,-2.1
COc1ccc2c(=O)c(-c3cnn(-c4ccccc4)c3)c(C)oc2c1OC,10,0.6,5,-1.2
COc1ccc(OC)c(N(CC(=O)NCc2ccccn2)S(=O)(=O)c2ccccc2)c1,-4,0.1,7,-0.7
CCCCNC(=O)/C=C/c1cccc([N+](=O)[O-])c1,-7,0.0,-2,2.9
Cc1noc(C)c1-c1nc(NCCN2CCOCC2)c2ncn(Cc3ccc(C(F)(F)F)cc3)c2n1,-6,0.2,-5,-0.4
N#Cc1c(N)nc(SCC(=O)c2ccc(F)cc2)c(C#N)c1-c1ccc(O)cc1,34*,-0.1,-5,3.6
O=C(N/C(=C\c1ccc2c(c1)OCO2)C(=O)N1CC2CC(C1)c1cccc(=O)n1C2)c1ccccc1Cl (stereo not given),-6,0.1,28,1.2
CC(CN1C(=O)C2C3C=CC(C2C1=O)C1C2C(=O)N(CC(C)c4ccccc4)C(=O)C2C31)c1ccccc1 (stereo not given),-1,-0.1,26,1.2
C=CCNC(=O)/C(C#N)=C/c1cc(Br)c(O)c(OC)c1,5,0.1,9,-2.8
